Bioassay records (PubChem)
DRD3 antagonist: antagonists of human D3 dopamine receptor; P35462; D3R cells, DiscoveRx beta-arrestin luminescence, antagonist mode; active compounds read low; 360,000 tested, 2.5% active; max response, negative = inhibition, %; AID 652054; in the data active means max response below about -50%; inconclusive means no clear call, values can overlap the other calls; further: on the % scale 0 is the no-effect control and ±100 the full control effect; mostly tested at two doses, the higher about 12 µM
Target sequence (P35462 whole entry, looked up): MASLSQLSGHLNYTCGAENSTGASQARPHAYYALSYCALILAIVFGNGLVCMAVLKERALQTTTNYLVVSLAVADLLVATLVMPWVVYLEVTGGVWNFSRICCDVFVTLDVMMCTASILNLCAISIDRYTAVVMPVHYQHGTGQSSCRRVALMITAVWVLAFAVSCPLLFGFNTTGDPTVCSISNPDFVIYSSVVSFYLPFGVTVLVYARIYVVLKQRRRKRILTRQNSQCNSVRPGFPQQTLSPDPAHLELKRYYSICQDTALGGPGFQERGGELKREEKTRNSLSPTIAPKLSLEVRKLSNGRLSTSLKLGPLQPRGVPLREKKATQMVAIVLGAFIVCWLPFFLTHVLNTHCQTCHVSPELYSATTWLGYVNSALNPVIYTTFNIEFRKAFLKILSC
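Cells plated overnight at 1500 cells/well, then exposed to library compounds with dopamine controls for 90 minutes at 37 degrees C. DiscoveRx reagent added for 30–60 minutes at room temperature; luminescence read, quantitative HTS format.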
SW480 rereplic: induces DNA re-replication in SW480 colon adenocarcinoma cells. SW480 DNA re-replication, Hoechst DNA content imaging, 48 h. Potency, µM (doses to about 46.1 µM), without a hit: at the top dose re-replication activation, actives largely listed as activators. 340,000 tested, 1.8% active. AID 624297; further: potency means the concentration at half of the fitted maximal effect; % of control where 0% means no effect; nearly all actives have a fitted effect of over 55% in size
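Per well, 250 cells were exposed to pinned compound for 48 hr. Nuclear DNA was visualised with Hoechst (40 min, 37 C) and total object intensity recorded by fluorescence scanning.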
IL-1B inflam inh: blocks inflammasome-driven IL-1 beta release; THP-1 LPS/ATP IL-1B secretion, AlphaLISA, 16 h; active compounds read low; activity change, % at 57.5 µM; 360,000 tested, 4.7% active; AID 743279; in the data active means activity change below about -50%; inconclusive means mostly about -30% to -49%; further: on the % scale 0 is the no-effect control and ±100 the full control effect
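Secreted IL-1B measured by AlphaLISA bead assay after 16 h compound exposure of THP-1 cells; compounds (final up to 57.5 uM) added 1 h before LPS (250 ng/mL) and ATP (1.25 mM) stimulation; lower signal means less secretion.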
KB-V1 MDR tox: kills drug-selected multidrug resistant KB-V1 cells; KB-V1 MDR cells viability, CellTiter-Glo, 72 h; 400,000 tested, 3.4% active; AID 1347076; Potency, µM (top dose mostly 46.1 µM), inactives show at the highest dose activity change, negative = cytotoxicity, usual class: cytotoxic; further: potency means the concentration at half of the fitted maximal effect; on the % scale 0 is the no-effect control and ±100 the full control effect; nearly all actives have a fitted effect of over 60% in size
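In this primary screen, KB-V1 cells overexpressing P-gp are incubated with library compounds (lowest to highest concentration) for 72 h at 37 degrees C before a luminescent ATP viability read.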
GLP-1R agonist: agonists of human GLP-1 receptor | HEK293 GLP-1R CRE-luciferase, luminescence, 4-6 h; cells express a hypersensitive GLP-1R form | Potency, µM (top dose mostly 45.6 µM), without a hit: top-dose activation, hits mostly activators | P43220 | 380,000 tested, 0.007% active | AID 624172; further: potency means the concentration at half of the fitted maximal effect; % of control where 0% means no effect
Target sequence (P43220 whole entry, looked up): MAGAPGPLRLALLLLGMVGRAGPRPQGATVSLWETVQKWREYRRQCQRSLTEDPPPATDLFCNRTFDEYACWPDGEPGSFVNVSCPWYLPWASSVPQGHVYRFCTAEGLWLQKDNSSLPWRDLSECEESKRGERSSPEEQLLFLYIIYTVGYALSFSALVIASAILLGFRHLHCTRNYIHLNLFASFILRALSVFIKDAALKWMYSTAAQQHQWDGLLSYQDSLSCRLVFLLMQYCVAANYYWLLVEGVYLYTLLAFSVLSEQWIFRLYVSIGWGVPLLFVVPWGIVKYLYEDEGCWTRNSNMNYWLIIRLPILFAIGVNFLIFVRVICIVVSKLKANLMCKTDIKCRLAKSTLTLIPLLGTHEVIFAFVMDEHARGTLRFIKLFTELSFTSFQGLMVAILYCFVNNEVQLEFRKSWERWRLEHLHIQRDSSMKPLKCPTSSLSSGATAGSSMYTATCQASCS
HT1080 IDH1KD tx: toxicity to HT-1080 IDH1 knockdown cells (counter line) | Potency, µM (titrated, usually from 46.1 µM), without a hit: at the top dose activity, negative = toxicity, hits mostly cytotoxic | 360,000 tested, 2% active | HT-1080 IDH1 knockdown viability, ATP luminescence, 48 h;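 further: potency means the concentration at half of the fitted maximal effect; 0% = DMSO wells and -100% = cell-free medium wells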
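In this qHTS, HT-1080 cells depleted of IDH1 are exposed for 48 h at 37 °C to compound titrations. Toxicity is scored from CellTiter-Glo luminescence, with DMSO as full viability and medium alone as none.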
KB-3-1 cytotox: kills parental KB-3-1 adenocarcinoma cells. KB-3-1 viability, CellTiter-Glo ATP luminescence, 72 h. Potency, µM (doses to about 46.1 µM), for inactives: at the top dose activity change, negative = cytotoxic, hits mostly cytotoxic. 400,000 tested, 1.4% active; further: potency means the concentration at half of the fitted maximal effect; on the % scale 0 is the no-effect control and ±100 the full control effect; nearly all actives have a fitted effect of over 60% in size
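Parental KB-3-1 adenocarcinoma cells in phenol-red-free DMEM with 10% FBS were pin-treated with compounds at several concentrations, incubated 72 h at 37 °C, and viability read by CellTiter-Glo luminescence; concentration-effect curves were fitted after normalization.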
D3 ag: agonists of human D3 dopamine receptor; max activation, %; P35462; D3R DiscoveRx beta-arrestin cells, luminescence, 90 min; 410,000 tested, 0.58% active; in the data active means max activation above about 30%; further: 0% is about no effect; mostly tested at two doses, the higher about 12 µM
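Agonist-mode cell screen: cells plated at 1500/well and incubated overnight at 37 °C, then exposed to library compounds for 90 min at 37 °C. Detection reagent was added for 30–60 min at room temperature, and luminescence was read.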
HT1080NT lethal: kills 2HG-producing HT-1080-NT fibrosarcoma cells; 360,000 tested, 1.6% active; HT-1080-NT fibrosarcoma viability, CellTiter-Glo ATP luminescence, 48 h; Potency, µM (series often up to 46.1 µM), inactives show at the top dose activity, negative = less viability, actives largely listed as cytotoxic;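 further: NT is the 2HG producing partner of a matched IDH1 knockdown line; potency means the concentration at half of the fitted maximal effect; 0% = DMSO-treated cells and -100% = media-only wells without cells; nearly all actives have a fitted effect of over 55% in size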
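Luminescent CellTiter-Glo readout after 48 hours of compound exposure at 37 degrees C defined viability of HT-1080-NT cells. Activity was normalized to DMSO wells and cell-free media wells; concentration-response curves were fitted and assigned curve classes.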
Starred values were filed as active, the others as inactive; i = inactive; ? = inconclusive; · = no result given; & = joins results of further samples; [ ] = another dose, or the depositor's remark. Unless noted, the call rests on the fitted dose curve; in most records, active means well fitted curve in the direction sought with a large enough effect; inconclusive means small, poorly fitted or top-dose-only effect, or another doubt; inactive means no such curve, though single readings can be large; an effect the other way counts as inactive or inconclusive.

SMILES	DRD3 antagonist	SW480 rereplic	IL-1B inflam inh	KB-V1 MDR tox	GLP-1R agonist	HT1080 IDH1KD tx	KB-3-1 cytotox	D3 ag	HT1080NT lethal
CC(OC(=O)c1ccc(-c2ccc(O)cc2)cc1)C(=O)NC1CCCCC1C (stereo not drawn)	-5	8%	-25	16µM*	7%	-6%	?	13	-1%
CCN1C(=O)[C@H]2[C@@H](c3ccc(-c4ccc(Cl)c(Cl)c4)c(OC)c3)N[C@@](Cc3ccccc3)(C(=O)OC)[C@H]2C1=O	-8	4%	0	-1%	0%	-1%	?	0	2%
CC(C)C(c1nnnn1Cc1ccc(F)cc1)N1CCN(C2CCCC2)CC1 (stereo not drawn)	5	-2%	-9	?	5%	21%	3%	-7	14%
O=C(NCc1ccco1)c1ccc2c(=O)n(Cc3ccco3)c(SCC(=O)N3CCCC3)nc2c1	13	14%	-13	-43%	0%	-7%	5%	0	-11%
COc1cc2cc(CNc3ccccc3)c(=O)n(CC(=O)Nc3cc(C)cc(C)c3)c2cc1OC	·	·	·	-19%	0%	·	1%	-10	·
COc1ccc(-c2oc3ccccc3c(=O)c2OC(C)=O)cc1	-8	-6%	19	-23%	-12%	?	?	-10	?
CCN(CCn1cccn1)Cc1nc(-c2ccccc2)no1	7	-2%	32	23µM*	4%	-5%	-3%	-2	0%
CC1CCN(C(=O)COC(=O)CSc2ccc(C(N)=O)cc2[N+](=O)[O-])CC1	-12	1%	10	13%	9%	0%	0%	-9	-9%
CCCn1c2ccccc2c2cnn(CC(=O)NCCOC)c(=O)c21	-15	-3%	-3	-4%	-5%	9%	19%	-11	7%
Cc1noc(NS(=O)(=O)c2ccc(NS(=O)(=O)c3ccc(C(C)(C)C)cc3)cc2)c1C	0	·	-7	1%	-4%	-6%	-9%	-5	-3%
COc1cc(C(C(=O)NC2CCCCC2)N(Cc2cccs2)C(=O)Cc2c[nH]c3ccccc23)cc(OC)c1OC (stereo not drawn)	33	-8%	-23	16µM*	-8%	-14%	?	4	-19%
CCCSc1nc(=S)n(Cc2ccccc2)c(C)c1C(C)=O	0	2%	-3	-4%	20%	-9%	-16%	0	-8%
COc1cc(OC)cc(C(=O)OCC(=O)Nc2nnc(-c3ccccc3)o2)c1	10	-69%[inhibitor]	-3	?	1%	-20%	6%	-1	-7%
FC(F)(F)c1ccc(-c2nc(=S)[nH][nH]2)cc1	?	-3%	20	?	0%	9%	8%	0	4%
CCOc1ccc(C(=O)Nc2c3c(nn2C(C)(C)C)CSC3)cc1OCC	-3	6%	-1	4%	-1%	-4%	-16%	-11	-1%
O=C(CSc1nccc(=O)[nH]1)Nc1ccc2c(c1)OCCO2	0	-11%	-15	-15%	2%	-2%	-17%	-9	-6%
O=C(O)CCc1nn2c3ccccc3n(CC(=O)O)c2nc1=O	-16	1%	20	5%	2%	4%	?	-5	-2%
CCOC(=O)c1nnn(-c2nonc2N)c1CN1CCCC1	3	0%	13	?	-5%	2%	9%	2	7%
Cc1ccc(SCC(=O)N2CCc3ccccc32)cc1	-13	-1%	-12	5%	18%	14%	2%	-9	20%
CC(C)(C)c1ccc(C(=O)N2CCC(C(=O)NCCC3=CCCCC3)CC2)cc1	?	13%	-4	1%	7%	?	7%	18	-28%
Cc1cc(C)n(CC(=O)NNC(=O)CCCOc2ccc(Cl)cc2C)n1	0	-23%	i	?	0%	-26%	0%	3	2%
C=CCOC(=O)C1=C(C)OC(N)=C(C#N)C1c1ccc2c(c1)OCO2 (stereo not drawn)	-3	-2%	18	-12%	-4%	6%	-7%	3	2%
CC(O)(C#CCN1CCOCC1)c1ccccc1 (stereo not drawn)	-6	10%	-4	0%	0%	-2%	2%	-10	0%
CC1(C)Cc2c(sc3c2c(N)nc(=S)n3Cc2ccc(Br)cc2)CO1	7	-10%	·	-13%	0%	6%	-2%	5	20%
CCOC(=O)/C=C/[C@H]1Cc2ccccc2CO1	1	-7%	-1	?	-4%	4%	-1%	-11	21%
CCCn1c(N)c(Sc2ccc(Cl)cc2)c(=O)n(CCC)c1=O	0	7%	-20	0%	-22%	-1%	-23%	-19	0%
CSc1ccc(CN(C)Cc2nc3cc(C(F)(F)F)ccc3c(=O)[nH]2)cc1	4	-10%	10	23µM*	8%	-2%	-8%	-21	-1%
COc1ccc(NC(=O)c2oc3ccccc3c2NC(=O)c2ccco2)cc1	22	1%	·	?	-13%	?	20%	-1	4%
Cc1ccc(NC(=O)CSc2nc(N)cc(=O)[nH]2)cc1S(=O)(=O)N1CCCCC1	-17	3%	9	-13%	5%	-4%	-6%	-14	2%
C=CCNC(=O)c1ccccc1NC(=O)c1ccccc1SC	9	9%	-18	?	13%	-2%	-5%	-4	-7%
CNC(=O)CSc1cnc2ccccc2n1	12	-6%	0	7%	2%	-10%	9%	7	2%
CCCCN(C(=O)c1cc(S(=O)(=O)N2CCCCCC2)ccc1OC)c1c(N)n(CCC)c(=O)[nH]c1=O	4	-4%	4	9%	5%	-10%	?	4	-4%
CCC(C)NC(=S)Nc1ccc(C(=O)OC)cc1 (stereo not drawn)	2	-7%	-17	?	7%	?	-23%	-2	-30%
CCOC(=O)C1(C)CCCN1C(=O)c1cccc(F)c1 (stereo not drawn)	-24	·	52	0%	-1%	0%	?	-7	22%
COc1ccc(C)cc1NC(=O)ON=C1CCCCC1	16	·	-9	-18%	9%	25%	12%	0	20%
CC(C)Oc1ccc2ccccc2c1CNC[C@H]1O[C@@H](n2ccc(N)nc2=O)[C@H](O)[C@@H]1O	23	·	18	24%	4%	5%	8%	2	-1%

Arranged by count of non-hydrogen atoms (rising): part of the list above
SMILES	DRD3 antagonist	SW480 rereplic	IL-1B inflam inh	KB-V1 MDR tox	GLP-1R agonist	HT1080 IDH1KD tx	KB-3-1 cytotox	D3 ag	HT1080NT lethal
CNC(=O)CSc1cnc2ccccc2n1	12	-6%	0	7%	2%	-10%	9%	7	2%
CCOC(=O)/C=C/[C@H]1Cc2ccccc2CO1	1	-7%	-1	?	-4%	4%	-1%	-11	21%
CCC(C)NC(=S)Nc1ccc(C(=O)OC)cc1 (stereo not drawn)	2	-7%	-17	?	7%	?	-23%	-2	-30%
CCOC(=O)C1(C)CCCN1C(=O)c1cccc(F)c1 (stereo not drawn)	-24	·	52	0%	-1%	0%	?	-7	22%
C=CCNC(=O)c1ccccc1NC(=O)c1ccccc1SC	9	9%	-18	?	13%	-2%	-5%	-4	-7%
CC1(C)Cc2c(sc3c2c(N)nc(=S)n3Cc2ccc(Br)cc2)CO1	7	-10%	·	-13%	0%	6%	-2%	5	20%
CSc1ccc(CN(C)Cc2nc3cc(C(F)(F)F)ccc3c(=O)[nH]2)cc1	4	-10%	10	23µM*	8%	-2%	-8%	-21	-1%
Cc1ccc(NC(=O)CSc2nc(N)cc(=O)[nH]2)cc1S(=O)(=O)N1CCCCC1	-17	3%	9	-13%	5%	-4%	-6%	-14	2%
CC(C)Oc1ccc2ccccc2c1CNC[C@H]1O[C@@H](n2ccc(N)nc2=O)[C@H](O)[C@@H]1O	23	·	18	24%	4%	5%	8%	2	-1%
CCCCN(C(=O)c1cc(S(=O)(=O)N2CCCCCC2)ccc1OC)c1c(N)n(CCC)c(=O)[nH]c1=O	4	-4%	4	9%	5%	-10%	?	4	-4%

The listing continues:
SMILES	DRD3 antagonist	SW480 rereplic	IL-1B inflam inh	KB-V1 MDR tox	GLP-1R agonist	HT1080 IDH1KD tx	KB-3-1 cytotox	D3 ag	HT1080NT lethal
Cc1cccn2c(CN3CCCN(C=O)CC3)c(C(=O)N(C)CCc3ccccc3)nc12	-11	-18%	-13	-5%	4%	-1%	-14%	-1	-2%
COc1cccc(NC(=O)COc2cccc3c2CCNC3=O)c1	13	1%	45	-10%	-9%	-1%	-1%	5	-6%
Cc1ccccc1N1C(=O)c2cc(S(N)(=O)=O)c(Cl)cc2NC1C (stereo not drawn)	19	-29%	4	22%	7%&-1%	13%	0%	7&4&-2	18%
Cc1ccc(CSCc2ccc(C(=O)NC3CCCC3)o2)cc1	6	-11%	12	7%	-5%	6%	20%	-3	2%
Cc1ccc(N2C(=O)SC(N(CC(=O)O)c3cccc(C)c3)C2=O)cc1 (stereo not drawn)	-15	2%	1	22%	6%	-6%	-2%	-13	-2%
CC(=O)c1ccc(N2C(=NC(=O)CCc3ccccc3)SC3CS(=O)(=O)CC32)cc1 (stereo not drawn)	6	?	-12	20%	6%	-9%	2%	0	-1%
COc1ccc(S(=O)(=O)NCC2(N3CCOCC3)CCCCC2)cc1OC	8	-30%[inhibitor]	-4	11%	10%	7%	-7%	-6	5%
CCn1c2ccccc2c2cc(N=C3SC(CC(=O)Nc4ccccc4)C(=O)N3C)ccc21 (stereo not drawn)	2	-17%	-14	-7%	2%	?	-1%	4	?
CC1CC=C(c2ccccc2)C(=S)N1 (stereo not drawn)	2	-65%[inhibitor]	-11	3%	1%	-12%	13%	-10	?
Nn1c(SCC(=O)NCc2ccccc2)nnc1C1CC1	-23	-7%	-16	7%	2%	-4%	-9%	-10	-39%
Cc1cccc(C(=O)N2N=C(c3ccc(NS(C)(=O)=O)cc3)CC2c2cccs2)c1 (stereo not drawn)	-8	-1%	-20	-7%	20%	-20%	-13%	-3	-12%
